IL1B secr inh – blocks inflammasome-driven IL-1 beta release. activity change, % at 57.5 µM. THP-1 LPS/ATP IL-1B secretion, AlphaLISA, 16 h; hits give low values. 360,000 tested, 4.7% active. AID 743279; in the data active = activity change below about -50%; inconclusive = mostly about -30% to -49%; also: % is scaled to controls: 0 for no effect and ±100 for the full control effect
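THP-1 cells pretreated 1 hr with compounds (up to 57.5 uM final), then stimulated with LPS (250 ng/mL final) plus ATP (1.25 mM final); secreted IL-1B measured by AlphaLISA after 16 hr, decreased signal indicating inhibition.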
DRD3 agonist – D3 dopamine receptor (human) agonism; P35462; D3R DiscoveRx beta-arrestin cells, luminescence, 90 min; max activation, %; 410,000 tested, 0.58% active; in the data active = max activation above about 30%; also: 0% is about no effect; mostly tested at two doses, the higher about 12 µM
Target sequence (P35462 whole entry, looked up): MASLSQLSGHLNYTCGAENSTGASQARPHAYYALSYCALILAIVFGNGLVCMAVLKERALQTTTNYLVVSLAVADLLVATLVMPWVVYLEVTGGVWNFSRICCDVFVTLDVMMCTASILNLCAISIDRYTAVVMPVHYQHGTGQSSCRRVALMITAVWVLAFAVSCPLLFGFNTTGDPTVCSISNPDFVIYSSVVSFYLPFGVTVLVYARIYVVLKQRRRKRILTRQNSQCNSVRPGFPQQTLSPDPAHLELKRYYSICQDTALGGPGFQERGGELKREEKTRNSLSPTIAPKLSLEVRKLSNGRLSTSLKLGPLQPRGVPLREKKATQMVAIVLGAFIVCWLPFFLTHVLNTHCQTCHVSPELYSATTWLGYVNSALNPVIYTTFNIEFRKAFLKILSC
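Agonist mode: compounds and dopamine controls were applied to plated cells for 90 min at 37 degrees C after an overnight attachment at 1500 cells/well. Luminescent read-out followed 30 - 60 minutes at room temperature with DiscoveRx detection reagent.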
SW480 rerep – inducers of DNA re-replication in SW480 colon cancer cells; Potency, µM (top dose mostly 46.1 µM), without a hit: at the top dose re-replication activation, actives largely listed as activators; AID 624297; SW480 DNA re-replication, Hoechst DNA content imaging, 48 h; 340,000 tested, 1.8% active; also: potency is read from the fitted curve at half-maximal effect; % of control where 0% means no effect; nearly all actives have a fitted effect of over 55% in size
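SW480 cells exposed to compounds for 48 hr at 37 C, 5% CO2, then Hoechst-stained 40 min. Nuclear DNA content imaged by fluorescence scanning (405 nm excitation, 500-530 nm emission); re-replication scored as increased high-intensity nuclei.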
KB-3-1 cytotox – kills parental KB-3-1 adenocarcinoma cells; 400,000 tested, 1.4% active; Potency, µM (top dose mostly 46.1 µM), for inactives: at the top dose activity change, negative = cytotoxic, actives largely listed as cytotoxic; KB-3-1 viability, CellTiter-Glo ATP luminescence, 72 h; AID 1347075; also: potency is read from the fitted curve at half-maximal effect; % is scaled to controls: 0 for no effect and ±100 for the full control effect; nearly all actives have a fitted effect of over 60% in size
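Multi-concentration cytotoxicity screen in KB-3-1 cells grown in DMEM lacking phenol red with 10% FBS. After 72 h at 37 °C with compound, ATP-dependent luminescence was recorded.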
HT1080NT lethal – kills 2HG-producing HT-1080-NT fibrosarcoma cells. HT-1080-NT fibrosarcoma viability, CellTiter-Glo ATP luminescence, 48 h. Potency, µM (highest dose often 46.1 µM), for the others: at the top dose activity, negative = less viability, most hits filed as cytotoxic. 360,000 tested, 1.6% active. AID 686970;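 also: NT is the 2HG producing partner of a matched IDH1 knockdown line; potency is read from the fitted curve at half-maximal effect; 0% = DMSO-treated cells and -100% = media-only wells without cells; nearly all actives have a fitted effect of over 55% in size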
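750 cells/well, RPMI + 5% FBS; 2 h settle, compound pin-transfer, 48 h at 37 degrees C. CellTiter-Glo 10 min RT, luminescence. Normalized to DMSO and media-only wells.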
KB-V1 cytotox – KB-V1 MDR subline cytotoxicity. AID 1347076. KB-V1 MDR cells viability, CellTiter-Glo, 72 h. 400,000 tested, 3.4% active. Potency, µM (series often up to 46.1 µM), inactives show at the highest dose activity change, negative = cytotoxicity, usual class: cytotoxic; also: potency is read from the fitted curve at half-maximal effect; % is scaled to controls: 0 for no effect and ±100 for the full control effect; nearly all actives have a fitted effect of over 60% in size
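Readout: CellTiter-Glo luminescence, 10 min after addition. Cells: KB-V1 MDR subline, 72 h at 37 degrees C with compound. Analysis: corrected, normalized data fitted to concentration-effect curves.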
D3 antag – D3 dopamine receptor (human) antagonism; max response, negative = inhibition, %; D3R cells, DiscoveRx beta-arrestin luminescence, antagonist mode; hits give low values; 360,000 tested, 2.5% active; in the data active = max response below about -50%; inconclusive = no clear call, values can overlap the other calls; also: % is scaled to controls: 0 for no effect and ±100 for the full control effect; mostly tested at two doses, the higher about 12 µM
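Cells expressing the human receptor were seeded at 1500 cells/well, incubated overnight at 37 degrees C in 5% CO2, then exposed to library compounds with dopamine controls for 90 minutes at 37 degrees C before luminescent detection.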
HT1080 IDH1KD tx – kills HT-1080 cells with IDH1 knockdown; Potency, µM (titrated, usually from 46.1 µM), for inactives: at the highest dose activity, negative = toxicity, hits mostly cytotoxic; HT-1080 IDH1 knockdown viability, ATP luminescence, 48 h; 360,000 tested, 2% active;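 also: potency is read from the fitted curve at half-maximal effect; 0% = DMSO wells and -100% = cell-free medium wells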
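HT-1080-IDH1KD cells (IDH1 knocked down), 750/well in RPMI with 5% FBS, treated with compound 48 h at 37 degrees C. Viability by CellTiter-Glo luminescence, normalised to DMSO and no-cell wells; concentration-response curves classed.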
GLP-1R agonist – GLP-1 receptor (human) agonism; AID 624172; 380,000 tested, 0.007% active; HEK293 GLP-1R CRE-luciferase, luminescence, 4-6 h; cells express a hypersensitive GLP-1R form; P43220; Potency, µM (series often up to 45.6 µM), for inactives: at the top dose activation, usual class: activators; also: potency is read from the fitted curve at half-maximal effect; % of control where 0% means no effect
Target sequence (P43220 whole entry, looked up): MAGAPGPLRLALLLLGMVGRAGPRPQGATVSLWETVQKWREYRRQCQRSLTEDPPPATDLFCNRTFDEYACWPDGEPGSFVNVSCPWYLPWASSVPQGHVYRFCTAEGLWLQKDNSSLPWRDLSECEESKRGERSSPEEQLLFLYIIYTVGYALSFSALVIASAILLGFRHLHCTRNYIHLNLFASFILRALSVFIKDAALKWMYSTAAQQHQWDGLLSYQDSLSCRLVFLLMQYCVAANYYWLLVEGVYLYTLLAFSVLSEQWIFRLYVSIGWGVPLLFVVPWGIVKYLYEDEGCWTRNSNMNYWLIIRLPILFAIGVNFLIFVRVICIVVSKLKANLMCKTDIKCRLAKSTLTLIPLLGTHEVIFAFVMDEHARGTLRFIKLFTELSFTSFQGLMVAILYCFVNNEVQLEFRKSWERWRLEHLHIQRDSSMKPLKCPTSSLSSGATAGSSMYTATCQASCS
Active calls of the source: *; ? = inconclusive; . = not tested or not shown. Unless noted, calls follow the shape of the dose curve; as a rule, active = well fitted curve in the direction sought with a large enough effect; inconclusive = small, poorly fitted or top-dose-only effect, or another doubt; inactive = no such curve, though single readings can be large; an effect the other way counts as inactive or inconclusive.

SMILES | IL1B secr inh | DRD3 agonist | SW480 rerep | KB-3-1 cytotox | HT1080NT lethal | KB-V1 cytotox | D3 antag | HT1080 IDH1KD tx | GLP-1R agonist
CCCNC(=O)CN1C(=O)NC(CCSC)C1=O (stereo not drawn) | 0 | 4 | 1% | 5% | 1% | 17% | 3 | 3% | -1%
Cn1c(=O)c(Nc2ccc(Cl)cc2)c2c3c(cccc31)C(=O)c1ccccc1-2 | -2 | -16 | ? | -27% | -5% | -23% | ? | 0% | 6%
CC(C)CNC(=O)CSc1ccc(S(=O)(=O)N2CCN(C)CC2)cn1 | 26 | -4 | 1% | 14% | 4% | -6% | 3 | -2% | -5%
Cc1ccc(Nc2n[nH]c(C)c2[N+](=O)[O-])cc1 | -54* | -4 | -2% | 0% | 1% | -1% | ? | -4% | 3%
O=C(/C=C/c1ccc([N+](=O)[O-])cc1)NCCSCc1ccco1 | -11 | 9 | 1% | -2% | 2% | -4% | -4 | 11% | 4%
Cc1ccc(C2(C(F)(F)F)NC(=O)N3C(=C2C#N)Nc2ccccc23)cc1 (stereo not drawn) | 2 | 3 | -16% | 14% | -1% | -3% | -13 | 6% | -14%
CCn1c(=O)c(=O)[nH]c2cc(C(=O)NCC3CCCCC3)ccc21 | 0 | -3 | -1% | 0% | 1% | -12% | 24 | 1% | 22%
Cc1ccc(C2(C)NC(=O)N(CC(=O)N(c3ccccc3)C3CCS(=O)(=O)C3)C2=O)cc1 (stereo not drawn) | -10 | 5 | -10% | -6% | -1% | -10% | 5 | -15% | 9%
CC1(NC(=O)NCc2ccco2)CCS(=O)(=O)C1 (stereo not drawn) | -2 | -2 | 7% | 0% | 0% | 0% | -14 | 1% | -3%
COC(=O)[C@@H]1Cc2c([nH]c3ccccc23)C(C)(C)N1C(=O)CCl | -98* | 4 | 6.5µM* | ? | ? | ? | 13 | 18µM* | 20%
COc1cc(CC(=O)N2CCC(n3nccc3NC(=O)C3CC3)CC2)cc(OC)c1OC | 0 | -2 | -5% | -6% | -2% | 14% | -13 | 2% | 2%
CS(=O)(=O)c1cccc(NC(=O)C2CCCN2S(=O)(=O)c2ccc(F)cc2)c1 (stereo not drawn) | 20 | -14 | -7% | 11% | 2% | -7% | 11 | -1% | 16%
Cc1noc(COc2ccccc2OCC(N)=O)n1 | . | 6 | ? | 0% | 8% | -3% | -2 | 20% | 6%
COc1ccc(CCNC2=NCC(C)S2)cc1 (stereo not drawn) | -8 | 3 | -1% | 14% | 0% | 11% | -9 | -4% | 1%
COc1ccc(C2=NC(C)(C)Cc3cc(OC)c(OC)cc32)cc1OC | ? | 3 | -15% | 1% | 2% | -3% | 15 | -7% | 25%
CN(C)CCCNC(=O)C[C@H]1C[C@H](C(=O)N2CCCCC2)[C@@]2(CCc3ccccc3)c3[nH]c4ccc(Cl)cc4c3CCN2C1=O | -7 | -16 | 6% | 0% | -5% | -2% | ? | -5% | 3%
C[C@@H]1CN([C@@H](C)CO)C(=O)CCCn2cc(nn2)CO[C@H]1CN(C)S(=O)(=O)c1ccc(C#N)cc1 | -2 | 4 | . | 1% | -6% | ? | 2 | -1% | -1%
COc1ccc(C(C(=O)NC2CCCCC2)N(C(=O)CCl)c2ccc(C)cc2)cc1 (stereo not drawn) | -106* | -4 | 2.6µM* | ? | 0.82µM* | ? | -11 | 1.2µM* | -23%
O=C(COC(=O)/C=C/c1ccc(OC(F)F)cc1)NCc1cccs1 | 14 | 6 | 2% | 21% | 16% | 0% | -5 | 14% | 0%
COc1cccc(N2CCN(C(=O)C3CCN(C(=O)Nc4ccccc4)CC3)CC2)c1 | 1 | 1 | . | -5% | 7% | 12% | 5 | -5% | 19%

No new results follow: entries from further up.
SMILES | IL1B secr inh | DRD3 agonist | SW480 rerep | KB-3-1 cytotox | HT1080NT lethal | KB-V1 cytotox | D3 antag | HT1080 IDH1KD tx | GLP-1R agonist
CCCNC(=O)CN1C(=O)NC(CCSC)C1=O (stereo not drawn) | 0 | 4 | 1% | 5% | 1% | 17% | 3 | 3% | -1%
Cn1c(=O)c(Nc2ccc(Cl)cc2)c2c3c(cccc31)C(=O)c1ccccc1-2 | -2 | -16 | ? | -27% | -5% | -23% | ? | 0% | 6%

(next part)
SMILES | IL1B secr inh | DRD3 agonist | SW480 rerep | KB-3-1 cytotox | HT1080NT lethal | KB-V1 cytotox | D3 antag | HT1080 IDH1KD tx | GLP-1R agonist
O=c1c(=NNc2ccccc2Cl)c(=O)c2ccccc12 | 46 | 4 | -6% | -5% | 12% | -11% | 15 | -1% | -1%
O=C(c1ccccc1)N1CN2CN(C(=O)c3ccccc3)CC([N+](=O)[O-])(C2)C1 | 20 | 2 | ? | 15% | 15% | 3% | -3 | 6% | -9%
Cc1ccc(CNC(=O)COC(=O)C2CCN(S(=O)(=O)c3cccs3)CC2)cc1 | -12 | -10 | -9% | 20% | -7% | 11% | -26 | 8% | 15%
Cc1cccc(CNC(=O)c2cc(S(=O)(=O)N3CCOCC3)cn2C)c1 | -6 | 2 | -4% | -5% | 12% | ? | 1 | 0% | -3%
CC(=O)c1c(C)nn(CC(O)Cn2c3c(c4cc(C)ccc42)CCCC3=O)c1C (stereo not drawn) | -62* | 0 | ? | 0% | -3% | 0% | -3 | -4% | -2%
O=C(CN1CCC(NC(=O)C2CCCCC2)CC1)NCc1ccco1 | 22 | 1 | 2% | ? | -1% | ? | 5 | 0% | 0%
COC(c1ccccc1)c1nnc(CCC(=O)N(C)C(C2CC2)C2CC2)o1 (stereo not drawn) | 0 | 0 | -5% | 18% | 19% | -11% | 3 | 20% | 4%
CCC1(C(=O)c2ccccc2)C(c2cccc([N+](=O)[O-])c2)C1(C(=O)OC)C(=O)OC (stereo not drawn) | -3 | -1 | 21% | -25% | -1% | 23µM* | 1 | -5% | -3%
Cn1c(=O)[nH]c2nc[nH]c2c1=O | 6 | 20 | -4% | 0% | 9% | 7% | 28 | 13% | 28%
Cc1cc2cc(CNC(=S)NC3CCCCC3)ccc2n1C | -5 | 3 | ? | -19% | 2% | -21% | -10 | -11% | -6%
COC(=O)Cc1nnc(Nc2cccc(C)c2)c2ccccc12 | 4 | -5 | -9% | 0% | 0% | -3% | -15 | 3% | -2%
O=C(Nc1cc(S(=O)(=O)N2CCOCC2)ccc1N1CCOCC1)c1ccccc1[N+](=O)[O-] | -9 | -5 | 1% | -8% | 13% | -8% | 3 | -10% | -2%
Nc1c(S(=O)(=O)c2cc(Cl)ccc2Cl)c2nc3ccccc3nc2n1CCN1CCOCC1 | ? | -4 | 9% | ? | ? | ? | 18 | ? | 1%
CCOC(=O)C1=C(COC(=O)C2(C)CC2(Cl)Cl)NC(=O)NC1c1ccc(OC)cc1 (stereo not drawn) | -17 | 0 | 7% | 2% | -17% | ? | -5 | -9% | 18%
CCCc1cc(NCCOCCO)n2c(nc3ccccc32)c1C#N | 5 | 5 | . | 0% | -8% | -26% | -57* | -7% | 0%
CCn1cc(C(=O)NCCC(=O)OC)c(=O)c2cc3c(cc21)OCO3 | ? | 0 | -1% | 10% | 13% | 18% | 7 | 6% | 0%
CCCCn1c(N)c(N(CCOC)C(=O)C2CCN(C(=O)c3ccc(F)cc3)CC2)c(=O)[nH]c1=O | 1 | 2 | 5% | 22% | 5% | 5% | 28 | 8% | -19%
Cc1ccccc1CC(=O)NCc1cccnc1 | 8 | 0 | -2% | -11% | 13% | -3% | -8 | 13% | 3%
CCC(C(=O)NCC1CCCO1)N(Cc1ccc(F)cc1)C(=O)CNS(=O)(=O)c1ccccc1 (stereo not drawn) | -4 | 4 | 2% | 14% | 4% | 11% | 13 | 3% | 4%
CCOC(=O)c1c(NC(=O)c2ccc(Br)o2)sc(C)c1CC | 12 | 2 | 3% | -3% | -15% | 0% | 0 | -17% | 8%
O=C(NCCCO)NC12CC3CC(CC(C3)C1)C2 | -2 | 4 | 2% | 13% | 3% | 13% | -25 | 14% | -1%
Cc1ccc(S(=O)(=O)N2CCN(C(=O)c3ccc4ccccc4n3)CC2)c(C)c1 | -2 | -5 | -2% | . | -1% | . | 22 | 1% | 1%
O=C(NC1CCCCC1)C(c1ccc(F)cc1)N(C(=O)c1csnn1)C1CCCC1 (stereo not drawn) | -4 | 0 | -1% | 1% | -8% | ? | 8 | -3% | 5%
Cc1ccc(CN2CCC(n3nccc3NC(=O)CCCc3ccccc3)CC2)o1 | 0 | -12 | -1% | -5% | -1% | ? | -28 | -4% | -1%
CS(=O)(=O)c1ccccc1C(=O)Nc1cc2c(cc1C(=O)O)OCCCO2 | 18 | 0 | 3% | 15% | 9% | 25% | -6 | 1% | -1%
CCN(CC)S(=O)(=O)c1cc(C(=O)O)c(Cl)cc1Cl | -5 | 13 | -5% | -5% | 6% | 14% | 14 | 12% | -8%
COc1cccc(C(=O)NCCS(=O)(=O)N2CCCC2)c1 | 1 | -5 | -2% | 6% | 5% | 0% | -63* | 14% | -12%
Cc1ccc(NC(=S)N(Cc2cccc(Br)c2)CC2CCC(C(=O)O)CC2)cc1 (stereo not drawn) | 20 | 1 | -8% | -4% | 10% | 2% | -3 | -11% | 17%
Cc1ccccc1N1C(=O)CC(N(O)c2ccccc2)C1=O (stereo not drawn) | -24 | -6 | -5% | -1% | -2% | 7% | -23 | -1% | 4%
CC1CCc2sc3ncnc(N4CCN(CCO)CC4)c3c2C1 (stereo not drawn) | ? | -15 | -1% | 8% | -16% | 29% | -12 | -21% | ?
O=C(OCc1cc(=O)n2ccsc2n1)C1(c2ccc(Cl)cc2)CC1 | 7 | -3 | -1% | -14% | 1% | 1% | -1 | -3% | 8%
Cc1ccc(NC(=S)N(Cc2ccc(Cl)cc2)Cc2ccc(C(=O)O)cc2)cc1Cl | -17 | 2 | -2% | 0% | -8% | -9% | 37 | 1% | 3%
CC(C)[C@H](NC(=O)Nc1ccc(Oc2ccccc2)cc1)C(=O)O | 17 | 2 | -10% | 2% | 1% | 9% | -2 | 6% | 6%
NC(=O)CSc1nc2ccccc2c(=O)n1CCc1ccccc1 | 17 | 3 | 3% | 10% | 9% | 16% | -9 | 3% | -2%
